CHOP UPR activ = apoptotic UPR (CHOP) activation. activation, % at 10 µM. CHO-CHOP luciferase reporter, luminescence; percent of tunicamycin response over DMSO baseline. 330,000 compounds, 0.34% hits;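 active = at 10 µM dose, activation of 40% or more, normalized to positive control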;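 also: 100% = tunicamycin at 10 µg/mL and 0% = DMSO alone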
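System: CHO CHOP reporter cells. Amount: 500 cells per well. Buffer or medium: F12 medium, 10% FBS. Compound dosing: one dose, 10 µM in 0.5% DMSO. Incubation: 6 h compound exposure at 37 °C after overnight seeding. Technique: Steady-Glo luciferase luminescence. Benchmarks: tunicamycin and DMSO controls.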
tim10-1 inh = tim10-1 yeast growth inhibition. S. cerevisiae tim10-1 ts strain growth, BacTiter-Glo, 24 h. inhibition, % at 20 µM. 330,000 compounds, 2.2% hits. AID 463190;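 active = inhibition of at least 40%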;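 also: mutant grown at 25 °C; 0% = DMSO wells with yeast and 100% = wells holding no yeast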
Jurkat NFkB inh = lowers PMA/ionomycin-induced NF-kB signal in Jurkat cells. PMA/ionomycin-induced NF-kB luciferase reporter, luminescence. inhibition, % at 4 µM. 330,000 compounds, 0.53% hits; in the data active = inhibition above about 50%
XBP1 UPR activ = activators of adaptive arm of unfolded protein response (XBP1); CHO-XBP1 luciferase reporter, IRE1-XBP1 UPR activation, luminescence; percent of tunicamycin response, DMSO as zero; activation, % at 20 µM; 330,000 compounds, 0.33% hits; AID 463104;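 active = versus positive control, 20 µM dose yields 30% or more activation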;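 also: 100% = tunicamycin at 10 µg/mL and 0% = DMSO only wells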
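Material: IRE1-XBP1 luciferase reporter CHO line / Quantity: one thousand reporter cells per well / Buffer or medium: F12 with 10% serum / Compound: 20 µM single concentration, DMSO 1% / Times: 6 h treatment, 37 °C / Detection: Steady-Glo luciferase glow luminescence, 10 min after reagent addition / Benchmarks: tunicamycin high, DMSO low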
Mdm2 MdmX PPI = human Mdm2/MdmX binding inhibition | 330,000 compounds, 3% hits | SaOS-2 split-luciferase Mdm2/MdmX complementation, luminescence | O15151+Q00987 | inhibition, % at 8 µM;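 active = inhibition of at least 50% at 8 µM in the primary screen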
Target sequence (O15151 whole entry, looked up): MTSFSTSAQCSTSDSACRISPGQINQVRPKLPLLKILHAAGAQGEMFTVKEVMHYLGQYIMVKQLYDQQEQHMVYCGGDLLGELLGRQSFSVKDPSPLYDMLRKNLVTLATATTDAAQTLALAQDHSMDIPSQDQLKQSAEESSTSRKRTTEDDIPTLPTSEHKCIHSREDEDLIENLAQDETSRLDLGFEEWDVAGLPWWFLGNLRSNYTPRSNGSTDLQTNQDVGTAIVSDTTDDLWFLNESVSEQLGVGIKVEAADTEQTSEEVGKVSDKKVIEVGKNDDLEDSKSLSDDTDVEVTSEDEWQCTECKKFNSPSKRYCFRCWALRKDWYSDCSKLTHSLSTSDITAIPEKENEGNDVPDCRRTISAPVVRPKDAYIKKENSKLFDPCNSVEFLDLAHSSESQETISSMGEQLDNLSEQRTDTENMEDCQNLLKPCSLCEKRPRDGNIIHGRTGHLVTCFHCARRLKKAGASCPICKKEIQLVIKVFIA
Target sequence (Q00987 whole entry, looked up): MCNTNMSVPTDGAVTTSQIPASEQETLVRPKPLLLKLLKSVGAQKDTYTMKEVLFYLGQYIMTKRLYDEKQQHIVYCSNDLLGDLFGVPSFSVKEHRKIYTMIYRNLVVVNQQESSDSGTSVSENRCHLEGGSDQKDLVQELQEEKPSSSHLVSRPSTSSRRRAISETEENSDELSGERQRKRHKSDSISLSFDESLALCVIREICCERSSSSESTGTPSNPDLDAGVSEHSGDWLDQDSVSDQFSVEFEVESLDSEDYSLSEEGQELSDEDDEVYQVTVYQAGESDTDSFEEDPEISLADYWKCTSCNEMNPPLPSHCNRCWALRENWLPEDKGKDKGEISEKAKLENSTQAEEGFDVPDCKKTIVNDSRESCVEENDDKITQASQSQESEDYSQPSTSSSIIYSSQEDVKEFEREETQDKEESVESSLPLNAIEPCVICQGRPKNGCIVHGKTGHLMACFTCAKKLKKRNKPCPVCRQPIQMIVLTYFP
TIM10 inh = inhibits growth of TIM10 yeast strain; S. cerevisiae TIM10 strain growth, BacTiter-Glo luminescence, 24 h; inhibition, % at 10 µM; 330,000 compounds, 1.4% hits;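 active = inhibition of 40% or more at the single tested concentration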;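 also: wild-type TIM10 isogenic control strain grown at permissive 25 °C; 0% = DMSO yeast wells and 100% = minimal medium wells without yeast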
697 NFkB inh = inhibitors of the PMA/ionomycin-induced NF-kB reporter in 697 B cells; 697 B-cell NF-kB luciferase reporter, 16 h; inhibition, % at 4 µM; 330,000 compounds, 0.33% hits; in the data active = inhibition above about 35%
tim23-1 inh = inhibits growth of tim23-1 mutant yeast | S. cerevisiae tim23-1 growth, BacTiter-Glo luminescence, 24 h | inhibition, % at 20 µM | 330,000 compounds, 1.3% hits;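 active = growth inhibition of the mutant yeast at or above 50%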;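 also: temperature-sensitive mutant grown at 25 °C; plate controls were DMSO-treated mutant yeast for no effect and medium wells lacking yeast for full effect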
* hit, by the source's call.

Order of values – CHOP UPR activ, tim10-1 inh, Jurkat NFkB inh, XBP1 UPR activ, Mdm2 MdmX PPI, TIM10 inh, 697 NFkB inh, tim23-1 inh
NS(=O)(=O)c1cccc(NC(=O)COC(=O)CCSc2ccccc2)c1
  0.0, 18.7, -15.1, -1.7, 3.2, -1.3, 3.9, 7.5
CC(=O)Cc1nsc(NC(=O)c2ccc(COc3ccccc3C)o2)n1
  0.0, 19.6, 11.8, -4.9, 6.7, 0.1, 13.9, 25.1
COc1ccc(-n2nc(C(=O)NCC(=O)NCc3ccccc3OC)c3ccccc3c2=O)cc1
  -0.2, 4.4, 0.4, -4.6, 36.9, -4.2, 14.8, 22.3
O=C(Nc1ccccc1)C1CCN(S(=O)(=O)c2ccc3c(c2)OCCO3)CC1
  0.3, 4.5, 6.5, 0.0, -23.3, 12.0, -4.9, 9.1
OC(Cn1cncn1)(c1ccc(F)cc1)c1ccc(Cl)cc1 (stereo not drawn)
  0.8, -174.6, 12.4, -4.6, 6.3, -60.2, 1.6, -342.5
Cc1nc(N2CCCCC2C)c2c(C)c(C(=O)Nc3cccc(C(F)(F)F)c3)sc2n1 (stereo not drawn)
  1.1, 16.9, -2.4, 4.2, 43.2, 10.3, 1.9, 17.3
CC(=O)Nc1ccc2nc3ccccc3nc2c1
  3.4, -16.3, -71.5, 3.8, -24.4, 2.3, -47.1, 8.5
COC(=O)c1ccc(OC)c(CN2CCCN(Cc3ccc(F)cc3)S2(=O)=O)c1
  0.0, 25.0, 9.5, -2.0, 6.9, 0.0, -17.5, 18.3
Cc1cc(N2C3CCC2CC(O)(c2ccc(F)cc2)C3)nc(-c2ccccc2)n1 (stereo not drawn)
  0.6, 47.8*, 16.9, -1.0, 31.3, 39.7, 12.7, 45.6
CCc1nnc(NS(=O)(=O)c2ccc(N3C(=O)c4ccccc4C3=O)cc2)s1
  0.9, 9.6, 1.8, 0.7, 14.3, 4.3, 4.1, 1.1
O=C(COC(=O)/C=C/c1ccc([N+](=O)[O-])cc1)NCc1ccco1
  -0.8, 4.8, 1.4, 0.8, 8.9, -35.7, 14.2, -13.9
CC(C(=O)Nc1ccc(O)cc1C(=O)O)N1C(=O)/C(=C\c2cccs2)SC1=S (stereo not drawn)
  -0.1, 13.6, -2.0, -4.0, -26.8, 17.1, -23.0, 22.8
N/C(Cc1ccccc1Sc1ccccc1)=N\O
  0.5, 15.5, -9.5, 1.9, 15.3, 7.8, -1.9, -2.0
COCCN1CC(C(=O)NCCc2nc(C)c(C)s2)CCC1=O (stereo not drawn)
  -1.0, -1.8, 14.3, -5.1, 1.2, 3.6, 9.3, -4.7
Cc1cc(C)c(S(=O)(=O)c2ccccc2F)c(=O)[nH]1
  2.5, -10.2, 9.8, 1.1, -16.8, 6.6, 14.6, -6.9

Brought forward from above: 2 compounds, followed by the next part.
Order of values – CHOP UPR activ, tim10-1 inh, Jurkat NFkB inh, XBP1 UPR activ, Mdm2 MdmX PPI, TIM10 inh, 697 NFkB inh, tim23-1 inh
COCCN1CC(C(=O)NCCc2nc(C)c(C)s2)CCC1=O (stereo not drawn)
  -1.0, -1.8, 14.3, -5.1, 1.2, 3.6, 9.3, -4.7
Cc1cc(C)c(S(=O)(=O)c2ccccc2F)c(=O)[nH]1
  2.5, -10.2, 9.8, 1.1, -16.8, 6.6, 14.6, -6.9
COCc1cc(CN2CCCC(C(=O)c3cccc(C(F)(F)F)c3)C2)ccc1OC (stereo not drawn)
  0.4, 13.2, 6.9, -3.1, 2.2, 13.3, 17.9, 16.8
COc1ccc(NC(=O)c2oc3cc(C)c(C)cc3c2C)c(OC)c1
  0.2, -11.2, -20.1, -2.2, 43.5, -3.9, 3.8, 0.4
O=c1oc2cc(OCc3ccc([N+](=O)[O-])cc3)ccc2c2c1CCCC2
  10.5, -10.1, -36.8, 27.2, -11.4, 0.9, -19.2, 15.1
Cn1nnnc1SCCNC(=O)C1CCC(=O)N(Cc2ccccc2F)C1 (stereo not drawn)
  2.2, -6.1, 7.7, -2.8, 14.9, 2.2, 5.9, -3.2
O=C(c1cccnc1)N1CCN(C(=O)c2ccco2)CC1
  -0.7, -0.3, 5.4, -0.5, -9.6, 5.1, 16.4, -7.5
COc1ccc(CN(C)CC(=O)Nc2sc3c(c2C#N)CCC3)c(OC)c1
  -1.6, -1.2, -18.0, -2.4, 7.6, -22.7, 8.0, -1.1
CCOC(=O)c1nn(-c2ccccc2)c(=O)c2c(NC(C)=O)scc12
  -1.0, 0.4, -5.3, 3.7, 8.1, 5.1, 9.5, 10.9
O=C(O)c1cc(N/N=C/c2c[nH]c3ccccc23)ccc1Cl
  1.6, 5.9, -17.9, -2.9, 7.8, -15.7, -47.2, 13.1
CCOc1ccccc1NC(=O)Cn1nnc(C(=O)NCCc2ccc(OCC)c(OCC)c2)c1N
  0.1, -14.0, -10.4, -2.1, 41.2, -3.1, -62.7, 4.5
O=C(c1ccccc1Sc1cccc2ccccc12)N1CCOCC1
  -0.6, 35.3, -10.1, -2.0, -7.8, 31.9, -20.3, 26.6
CCOc1cnc(-c2ccc(OC)cc2)o1
  5.7, 10.1, -79.1, 3.9, -29.7, 6.0, -98.8, 3.5
COC(=O)CN1C(=O)C(O)(CC(=O)c2ccc(C)o2)c2ccccc21 (stereo not drawn)
  -1.6, -6.1, -7.4, -0.7, 29.1, -6.9, 28.7, -1.9
CCN(C(=O)CN1C(=O)S/C(=C\c2ccc(Cl)cc2)C1=O)C1CCS(=O)(=O)C1 (stereo not drawn)
  2.9, 6.9, -2.4, 2.7, 19.9, 9.0, -25.4, -18.3
Cc1cccc(-n2ncc3c(N)ncnc32)c1
  2.4, 20.8, -11.3, 1.9, 3.9, 6.8, 6.7, 25.2
O=S(=O)(Nc1cc(Cl)cc(Cl)c1)N1CCOCC1
  1.6, 21.4, 1.5, -3.4, 5.8, -4.1, 12.6, 11.8
CC1CCCN(C(=O)CCS(=O)(=O)Cc2ccccc2)C1 (stereo not drawn)
  0.6, 6.3, 3.4, 0.0, 15.5, 2.1, 16.1, 9.6

Part of the list above in order of molecular weight, low to high:
Order of values – CHOP UPR activ, tim10-1 inh, Jurkat NFkB inh, XBP1 UPR activ, Mdm2 MdmX PPI, TIM10 inh, 697 NFkB inh, tim23-1 inh
CCOc1cnc(-c2ccc(OC)cc2)o1
  5.7, 10.1, -79.1, 3.9, -29.7, 6.0, -98.8, 3.5
CC1CCCN(C(=O)CCS(=O)(=O)Cc2ccccc2)C1 (stereo not drawn)
  0.6, 6.3, 3.4, 0.0, 15.5, 2.1, 16.1, 9.6
O=C(O)c1cc(N/N=C/c2c[nH]c3ccccc23)ccc1Cl
  1.6, 5.9, -17.9, -2.9, 7.8, -15.7, -47.2, 13.1
COc1ccc(NC(=O)c2oc3cc(C)c(C)cc3c2C)c(OC)c1
  0.2, -11.2, -20.1, -2.2, 43.5, -3.9, 3.8, 0.4
COC(=O)CN1C(=O)C(O)(CC(=O)c2ccc(C)o2)c2ccccc21 (stereo not drawn)
  -1.6, -6.1, -7.4, -0.7, 29.1, -6.9, 28.7, -1.9
CCOC(=O)c1nn(-c2ccccc2)c(=O)c2c(NC(C)=O)scc12
  -1.0, 0.4, -5.3, 3.7, 8.1, 5.1, 9.5, 10.9
Cn1nnnc1SCCNC(=O)C1CCC(=O)N(Cc2ccccc2F)C1 (stereo not drawn)
  2.2, -6.1, 7.7, -2.8, 14.9, 2.2, 5.9, -3.2
COCc1cc(CN2CCCC(C(=O)c3cccc(C(F)(F)F)c3)C2)ccc1OC (stereo not drawn)
  0.4, 13.2, 6.9, -3.1, 2.2, 13.3, 17.9, 16.8
CCN(C(=O)CN1C(=O)S/C(=C\c2ccc(Cl)cc2)C1=O)C1CCS(=O)(=O)C1 (stereo not drawn)
  2.9, 6.9, -2.4, 2.7, 19.9, 9.0, -25.4, -18.3
CCOc1ccccc1NC(=O)Cn1nnc(C(=O)NCCc2ccc(OCC)c(OCC)c2)c1N
  0.1, -14.0, -10.4, -2.1, 41.2, -3.1, -62.7, 4.5

Screening results deposited in PubChem BioAssay by Sanford-Burnham Center for Chemical Genomics.
